# Bioassay records (PubChem BioAssay)
# BioA inh: blocks M. tuberculosis BioA enzyme activity. purified M. tuberculosis BioA enzyme, plate reader. inhibition, % at 9.99 µM. hit rate 0.096% among 360,000. AID 602481; in the data active = inhibition above about 40%; inconclusive = no clear call, values can overlap the other calls
# PfHsp40 rescue: compounds rescuing yeast from Plasmodium falciparum HSP40 toxicity; S. cerevisiae expressing PfHsp40, growth rescue, ATP luminescence; growth rescue, % at 12.5 µM; hit rate 0.68% among 340,000; AID 504582; in the data active = growth rescue above about 28%, passing the limit was not always enough; inconclusive = no clear call, values can overlap the other calls;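 also: yeast W303a lacking pdr1 and pdr3 grown in galactose medium; growth measured after three days at 30 °C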
# BoNT A protease: blocks Botulinum neurotoxin A light chain protease; hit rate 0.17% among 360,000; multiplex microsphere protease substrate cleavage, flow cytometry; inhibition, % at 10 µM; also: plate controls were buffer without enzyme for full effect and enzyme alone for no effect
# FadD28 FP inh: M. tuberculosis FadD28 bisubstrate binding inhibition | FadD28 bisubstrate probe binding, fluorescence polarization | inhibition, % at 12.5 µM | hit rate 0.22% among 360,000; in the data active = inhibition above about 8.5%, passing the limit was not always enough; inconclusive = no clear call, values can overlap the other calls
# GDH-TPI inh: counter-screen for M. tuberculosis FBA inhibitors: GDH-TPI coupled enzymes; hit rate 1.2% among 360,000; inhibition, % at 4.8 µM; GDH-TPI coupled enzyme counterscreen, NADH absorbance; in the data active = inhibition above about 30%;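 also: 0% = DMSO wells and 100% = wells lacking the enzyme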
# BoNT F protease: BoNT F light chain protease inhibition | Multiplex microsphere protease cleavage assay, flow cytometry | inhibition, % at 10 µM | hit rate 0.22% among 360,000 | AID 588497; in the data active = inhibition above about 35%, passing the limit was not always enough; inconclusive = no clear call, values can overlap the other calls; also: plate controls were buffer without enzyme for full effect and enzyme alone for no effect
# Anthrax LF inh2: inhibitors of Bacillus anthracis lethal factor protease; AID 588501; inhibition, % at 10 µM; multiplex microsphere protease cleavage assay, LF; hit rate 0.12% among 360,000; P15917; also: plate controls were buffer without enzyme for full effect and enzyme alone for no effect
# FBA Mtb inh: inhibitors of M. tuberculosis fructose-bisphosphate aldolase; P9WQA3; purified M. tuberculosis FBA, fluorescence read-out; inhibition, % at 1 µM; hit rate 2.3% among 360,000; in the data active = inhibition above about 27%;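 also: 0% = vehicle and 100% = reference inhibitor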
# Target sequence (P9WQA3 whole entry, looked up): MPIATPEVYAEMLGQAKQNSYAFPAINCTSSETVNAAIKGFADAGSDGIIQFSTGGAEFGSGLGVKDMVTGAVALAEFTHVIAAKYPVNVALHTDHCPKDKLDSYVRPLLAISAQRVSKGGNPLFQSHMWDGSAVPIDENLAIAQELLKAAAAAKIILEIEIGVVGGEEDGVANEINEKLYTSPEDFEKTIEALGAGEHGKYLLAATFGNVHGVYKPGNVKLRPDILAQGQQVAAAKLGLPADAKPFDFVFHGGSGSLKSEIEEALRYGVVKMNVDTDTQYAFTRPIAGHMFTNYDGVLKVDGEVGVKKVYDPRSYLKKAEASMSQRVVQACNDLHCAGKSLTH
# UGM FP inh: blocks M. tuberculosis UGM enzyme; P9WIQ1; purified UGM, fluorescence polarization probe displacement; inhibition, % at 10 µM; hit rate 0.06% among 320,000; in the data active = inhibition above about 10%, passing the limit was not always enough; inconclusive = no clear call, values can overlap the other calls
# Target sequence (P9WIQ1 whole entry, looked up): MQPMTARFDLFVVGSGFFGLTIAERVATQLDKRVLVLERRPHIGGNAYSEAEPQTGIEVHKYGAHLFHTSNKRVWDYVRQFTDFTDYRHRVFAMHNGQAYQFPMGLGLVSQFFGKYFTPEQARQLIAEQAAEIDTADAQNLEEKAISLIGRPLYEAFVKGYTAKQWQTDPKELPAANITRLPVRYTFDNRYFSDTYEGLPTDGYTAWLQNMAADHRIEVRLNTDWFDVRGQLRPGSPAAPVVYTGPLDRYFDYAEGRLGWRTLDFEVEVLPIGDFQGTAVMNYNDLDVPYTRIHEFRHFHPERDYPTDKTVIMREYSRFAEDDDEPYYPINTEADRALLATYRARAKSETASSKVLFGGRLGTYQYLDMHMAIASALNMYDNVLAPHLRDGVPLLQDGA
# Active calls of the source: *; ? = inconclusive; · = no result given; & = joins results of further samples. Rule as the data show it, unless noted: active = inhibition above about 30%; inconclusive = no clear call, values can overlap the other calls; inactive = below that.
SMILES,BioA inh,PfHsp40 rescue,BoNT A protease,FadD28 FP inh,GDH-TPI inh,BoNT F protease,Anthrax LF inh2,FBA Mtb inh,UGM FP inh
c1ccc(-c2nc3c([nH]2)CCc2nonc2-3)cc1,4.7,1.9,-0.6,-1.4,-2,4,-2,1,-0.5
COC(C(=O)Nc1ccc(F)c(F)c1)c1ccccc1 (stereo unspecified),-0.1,-0.6,0.2,-2.3,5,-2,3,1,-4.4
C#CC[N+](C)(C)CC#Cc1ccc(Cl)cc1,·,-0.8,0.8,-3.4,2,-2,0,-1,-6.2
CCOCc1nnc(NC(=O)c2cc(C(=O)OC)cc([N+](=O)[O-])c2)s1,·,0.0,-0.1,-1.2,2,0,-9,-6,-0.8
COc1ccc(Br)cc1/C=N/NC(=O)CN1CCN(Cc2ccccc2)CC1,0.8,0.7,·,-1.7,20,·,·,0,0.9
Cc1ccc(Cl)cc1NC(=O)COC(=O)C1CCCC1,0.6,0.1,-0.6,-1.3,-4,8,3,-1,-3.6
CCC(=O)N(CCc1ccc(S(N)(=O)=O)cc1)C1CC(=O)N(c2ccc(OC)cc2)C1=O (stereo unspecified),·,-1.6,0.4,-0.3,9,2,-2,-3,-1.3
COc1oc(-c2ccccc2C)nc1C(F)(F)F,-2.6,-1.1,0.8,0.6,3,12,2,2,-0.2
C/C(=N\NC(=O)C(=O)Nc1cc(C)ccc1C)c1ccncc1,·,-0.7,-0.2,-2.8,4,-2,2,2,-2.5
CC(=O)N1CCN(S(=O)(=O)c2ccc(S(=O)(=O)NC3CC3)cc2)CC1,4.3,-0.1,-0.7,-0.2,5,-6,-5,1,-7.1
Cc1ccnc(NCc2c(O)ccc3ccccc23)c1,-0.5,0.8,-20,-0.4,8,?,-30,3,-0.3
Cc1ccc2nc(C)cc(Nc3ccc([N+](=O)[O-])cc3)c2c1,·,-1.1,0.1,-2.6,11,-2,-6,-3,-0.4
Cc1ccc(N(CC(O)CN2CCCCC2)S(=O)(=O)c2ccc(C)cc2)cc1 (stereo unspecified),-0.7,1.2,0.0,-1.4,-6,-8,-5,-1,0.4
CCCOc1ccc(/C=C/C(=O)NCc2ccccc2)cc1,·,0.1,-0.8,2.5,9,-2,1,-1,-1.5
CCOc1ccc(S(=O)(=O)N(C)c2ccc(OCC(=O)OCc3c(C)noc3C)cc2)cc1,1.3,1.3,-0.3,-4.2,-1,-4,-4,3,-0.6
COc1ccc(Cl)cc1/C=C1/C(=O)ON=C1C,-0.9,-0.3,0.4,1.1,5,?,0,0,-0.7
CC(=O)Oc1ccc(N2C(=O)CCC2=O)cc1,-1.1,-0.3,1.2,-1.8,1,?,9,2,1.1
CCS(=O)(=O)c1nc(S(=O)(=O)c2ccc(C)cc2)c(N2CCCC(C)C2)s1 (stereo unspecified),1.6,3.3,10,-0.7,17,11,8,3,0.8
COC(=O)c1ccc2c(=O)n(CCCN3CCCC3=O)c(=S)[nH]c2c1,1.6,-0.7,-0.7,-2.3,0,-5,-4,0,0.0
O=S(=O)(O)c1cccc2c(N=Nc3ccc(O)c4ncccc34)cccc12,3.4,94*,-10,28*,4,-64,-26,-15,1.2

# Entries of single compounds from above. Order of screens: BioA inh	PfHsp40 rescue	BoNT A protease	FadD28 FP inh	GDH-TPI inh	BoNT F protease	Anthrax LF inh2	FBA Mtb inh	UGM FP inh
# CCC(=O)N(CCc1ccc(S(N)(=O)=O)cc1)C1CC(=O)N(c2ccc(OC)cc2)C1=O (stereo unspecified) across the screens: ·	-1.6	0.4	-0.3	9	2	-2	-3	-1.3
# Cc1ccc(Cl)cc1NC(=O)COC(=O)C1CCCC1 across the screens: 0.6	0.1	-0.6	-1.3	-4	8	3	-1	-3.6
# CCOc1ccc(S(=O)(=O)N(C)c2ccc(OCC(=O)OCc3c(C)noc3C)cc2)cc1 across the screens: 1.3	1.3	-0.3	-4.2	-1	-4	-4	3	-0.6

# Going on with the list.
SMILES,BioA inh,PfHsp40 rescue,BoNT A protease,FadD28 FP inh,GDH-TPI inh,BoNT F protease,Anthrax LF inh2,FBA Mtb inh,UGM FP inh
O=C(O)CSc1cc(NS(=O)(=O)c2ccc(Cl)cc2)c2ccccc2c1O,-0.4,14,0.9,3.4,8,-5,-10,-2,-3.4
COc1ccc(CNCC(O)(c2ccc(F)cc2)c2ccc(F)cc2)cc1OC,-4.1,-1.7,1.6,-0.5,-1,-14,-2,3,-0.6
C1CN(CCN2CCOCC2)CCN1,-0.2,1.4,-0.6,-0.1,12,?,-8,1,-2.0
Cc1ccc(SCC(=O)OCC(=O)N(CC(C)C)C2CCS(=O)(=O)C2)cc1C (stereo unspecified),-0.2,-1.6,0.5,-2.5,11,-5,-2,0,0.6
CCOC(=O)N1CCN(S(=O)(=O)c2cc(Br)cc3c2N(C(C)=O)C(C)C3)CC1 (stereo unspecified),1.8,-1.4,0.2,2.6,-10,2,-11,-1,-0.8
Cc1ccc(S(=O)(=O)N2C[C@H]3C(=O)C[C@@H](c4ccccc4)N(S(=O)(=O)c4cccc(C)c4)[C@H]3C[C@H]2c2ccccc2)cc1,-1.6,·,0.2,-1.6,·,-11,-10,1,·
CN(C(=O)c1ccc(Br)o1)C1(C)CCS(=O)(=O)C1 (stereo unspecified),-0.9,-0.4,2.8,-0.2,2,5,0,0,-3.0
COc1cccc(NC(=O)NC2(C(=O)N3CCC(O)CC3)CCCCC2)c1,·,0.7,-1.9,-2.2,-10,-12,2,-3,1.1
CC(C)CC(c1nnnn1C1CCCCC1)N1CCN(c2ncccn2)CC1 (stereo unspecified),·,-1.3,0.0,-3.2,-13,10,-2,-15,4.0
O=C(Cn1cc(C(=O)C(F)(F)F)c2cc(Br)ccc21)N1CCOCC1,-0.7,0.3,0.3,-0.7,11,0,-2,-4,1.7
COc1ccccc1OCC(=O)Nc1nnc(-c2ccco2)s1,-0.4,-0.7,-0.6,0.0,23,-7,2,8,·
COc1cccc(C(=O)NC2CC(C)(C)Cc3c2cnn3-c2cccc(F)c2)c1OC (stereo unspecified),24,2.7,-0.6,-1.1,-10,-5,-1,-1,-1.6
COc1ccc(-c2nc(NC(=O)Cn3ccc(C(F)(F)F)n3)sc2C)cc1,-1.3,0.3,-1.8,-0.4,10,-2,7,-1,0.7
Cc1cccc(C)c1-n1nnnc1-c1cnccc1C(F)(F)F,0.3,-1.4,-0.2,-0.8,4,-11,2,0,0.7
COc1ccc(C(=O)Nc2cc(C)c3c(=O)oc4ccccc4c3n2)cc1,-2.7,-0.3,-0.5,2.5,-11,-5,-6,1,-0.4
O=[N+]([O-])c1ccccc1S(=O)(=O)Nc1cccnc1,7.0,0.6,-4.2,-3.3,-5,-21,-16,2,1.2
Cc1cccc(OCCC(=O)NNC(=O)Cn2nc(C)cc2C)c1,2.5,-0.9,·,-2.1,-9,·,·,-1,-1.2
Oc1ccc(-c2csc(-c3cccnc3)n2)cc1O,-0.8,0.6,0.1,0.4,5,-3,-5,-7,3.3
C[C@H](CO)N1C[C@H](C)[C@@H](CN(C)C(=O)c2ccc(N3CCN(C)CC3)cc2)OCc2cnnn2CCCC1=O,-3.4&0.1&-0.2,·,0.4,0.6,·,8,-4,2,·
CC1=NN2C(=N)/C(=C\c3cc(C)n(Cc4ccccc4)c3C)C(=O)N=C2S1,0.2,·,·,-0.5,9,·,·,3,3.9
CCC(C)NS(=O)(=O)c1ccc(NC(=O)CCC2CCCCC2)cc1 (stereo unspecified),-0.5,-1.5,3.4,-1.2,10,6,-1,-2,-2.2
CC(C)(C)c1nc(SCC(=O)Nc2nc3c(s2)CCCC3)c2ccccc2n1,-1.1,0.0,-1.4,-1.6,12,0,-4,1,1.4
COc1ccc(C(=O)N2CC3(CC(c4cccc(NC(=O)COc5ccc(Cl)cc5)c4)=NO3)C[C@@H]2C(N)=O)cc1 (stereo partly specified),-1.2,1.6,-0.7,-12,4,-5,-5,-2,-1.2
CC(NCC1(N2CCOCC2)CCCCC1)C(=O)N1CCc2ccccc21 (stereo unspecified),0.3,1.0,0.4,-1.7,-5,12,1,3,1.7
O=C(COc1ccc(Br)cc1)NCCNC(=O)c1ccccn1,-0.9,-0.8,-3.6,-1.5,0,-10,-4,-1,-4.2
Cc1ccc2nc(-c3ccc(NC(=O)CN4CCN(c5ccccn5)CC4)cc3)sc2c1,-3.5,·,1.4,-0.2,30,-6,-1,40*,0.4
CC(=O)Nc1ccc(C(=O)Nc2ccc(S(=O)(=O)N3CCCCC3)cc2)cc1,2.2,-0.2,0.2,-8.7,10,-5,3,-1,-1.3
Nn1c(Cc2cccc3ccccc23)nnc1SCCOc1ccc(F)cc1,·,0.4,0.4,-1.2,5,-1,0,4,-0.2
O=C(O)CC1S/C(=N/N=C/C=C/c2ccccc2[N+](=O)[O-])NC1=O (stereo unspecified),-1.3,-1.1,-0.3,-3.2,26,7,-4,-10,-2.6
Cc1nc([N+](=O)[O-])cn1CC(=O)c1ccc(Cl)cc1,-0.1,-0.4,1.9,0.2,14,22,-3,0,-2.4
CCNC(=S)N(CCc1cccc(C)c1)Cc1cc2cc(OC)c(OC)cc2[nH]c1=O,-2.0,-1.0,0.3,0.3,22,0,0,21,-1.2
CCc1ccc2c(c1)C(C)=CC(C)(C)N2,-1.7,-0.7,0.4,-1.2,5,-10,0,-1,-1.0
CCn1c(NC(=O)c2ccc(COc3ccc(C)cc3[N+](=O)[O-])o2)nc2ccccc21,-0.7,1.4,1.6,1.0,32*,1,-1,1,2.0
CN(Cc1ccc(F)cc1)Cc1nc(CCc2ccccc2)no1,·,0.1,-1.6,1.6,3,-4,-3,0,0.5
O=C(Nc1cccc(S(=O)(=O)N2CCCC2)c1)c1cccnc1,10.0,-1.0,3.7,0.5,1,-2,5,3,-0.2
CCOc1ccc(N(CC(=O)NCc2ccc(Cl)cc2)S(=O)(=O)c2ccccc2)cc1,-1.8,1.5,-3.6,-0.8,-5,-12,-4,-1,0.0
COc1cccc(C(=O)Nc2nnc(C3CCCO3)s2)c1 (stereo unspecified),·,-1.9,-0.9,-0.3,15,3,-4,2,4.5
O=C(NC1CCN(Cc2ccccc2)CC1)C(NS(=O)(=O)c1cccc2nsnc12)c1ccccc1 (stereo unspecified),·,0.9,0.5,-4.5,0,-5,-8,0,3.2
O=C(NCc1ccccc1)C1=C[C@@H](c2csc3ccccc23)C[C@@H](OCc2ccc(CO)cc2)O1,-1.9&-1.5,-0.5,1.0,-2.1,4,-2,-4,5,-0.7
Nc1c(C(=O)O)nnn1Cc1ccccc1,-0.6,-0.1,1.4,-1.0,-1,2,0,3,0.5

# Only FBA Mtb inh and PfHsp40 rescue (3 entries from above):
SMILES | FBA Mtb inh | PfHsp40 rescue
O=C(COc1ccc(Br)cc1)NCCNC(=O)c1ccccn1 | -1 | -0.8
Cc1ccc2nc(-c3ccc(NC(=O)CN4CCN(c5ccccn5)CC4)cc3)sc2c1 | 40* | ·
CC(=O)Nc1ccc(C(=O)Nc2ccc(S(=O)(=O)N3CCCCC3)cc2)cc1 | -1 | -0.2

# (next part)
SMILES,BioA inh,PfHsp40 rescue,BoNT A protease,FadD28 FP inh,GDH-TPI inh,BoNT F protease,Anthrax LF inh2,FBA Mtb inh,UGM FP inh
Cc1ccc(C(=O)N/N=C\c2ccc(OC(=O)c3cccs3)cc2)cn1,·,-1.5,-0.3,-1.0,10,-4,-2,0,2.3
CN1CCN(Cc2c(O)ccc3c(-c4ccccc4)cc(=O)oc23)CC1,3.4,1.6,?,-2.0,11,-2,-4,3,-0.9
CN1CCN(C(=O)c2ccc(-c3ccccc3)cc2)CC1,-2.2,-1.0,3.7,-4.6,13,25,2,-3,3.1
O=C(Nc1nnc([C@H]2C[C@H](O)[C@@H](CO)O2)s1)c1ccccc1F,1.6,·,0.2,-0.4,14,4,6,4,·
Cc1cccc(-n2ncc3c2CCCC3NC(=O)c2ccc[n+]([O-])c2)c1C (stereo unspecified),·,1.0,-3.6,-1.3,-1,-6,0,1,1.0
Cc1ccccc1CN1CCN(CC(=O)NCc2ccccc2)CC1,-1.8,1.1,·,-1.5,6,·,·,0,1.5
O=C(COc1ccc(Cl)cc1)N/N=C/CCc1ccccc1,·,-1.1,0.3,-1.5,5,4,0,0,0.0
C#CCOc1ccc(Br)cc1C(c1c(C)[nH][nH]c1=O)c1c(C)[nH][nH]c1=O,-0.5,-0.7,-0.9,-4.1,-3,-2,-7,0,3.5
